Source: PubChem BioAssay
NPYLR7 ag: activates Aedes aegypti NPYLR7 receptor; HEK293T NPYLR7/Galpha15, GCaMP6s calcium fluorescence; activation, % at 10 µM; actives 0.15% (n = 270,000); in the data active means activation above about 40%;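 further: 0% = vehicle and 100% = reference agonist at the receptor; some compounds past the cut are filed as inactive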
hcGAS lum: blocks human cGAS activity; Q8N884; recombinant h-cGAS, ATP depletion, Kinase-Glo luminescence; inhibition, % at 12.5 µM; actives 0.081% (n = 290,000); AID 1259398;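 further: 0% = vehicle reaction and 100% = reaction without DNA for no activity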
Target sequence (Q8N884 whole entry, looked up): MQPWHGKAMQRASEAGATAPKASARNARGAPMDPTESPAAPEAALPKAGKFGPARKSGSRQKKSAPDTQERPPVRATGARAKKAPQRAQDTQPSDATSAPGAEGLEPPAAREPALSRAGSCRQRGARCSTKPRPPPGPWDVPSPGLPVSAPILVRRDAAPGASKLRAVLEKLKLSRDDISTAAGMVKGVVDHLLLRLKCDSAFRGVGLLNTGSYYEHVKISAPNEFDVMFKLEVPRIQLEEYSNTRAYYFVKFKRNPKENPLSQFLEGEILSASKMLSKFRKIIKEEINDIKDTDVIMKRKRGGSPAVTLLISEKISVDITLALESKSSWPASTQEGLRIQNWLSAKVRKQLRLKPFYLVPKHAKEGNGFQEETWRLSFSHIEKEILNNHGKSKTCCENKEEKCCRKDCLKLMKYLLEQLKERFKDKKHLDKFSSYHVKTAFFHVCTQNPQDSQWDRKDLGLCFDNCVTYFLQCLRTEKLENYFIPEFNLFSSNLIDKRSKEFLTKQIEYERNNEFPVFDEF
mcGAS lum: inhibitors of mouse cGAS | recombinant cGAS, Kinase-Glo ATP depletion luminescence | inhibition, % at 12.5 µM | actives 0.15% (n = 160,000);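 further: 0% = negative control wells and 100% = reference inhibitor with no enzyme activity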
Numbers without * were called inactive; x = no result given. Unless noted, no stated cut-off is given here; in the data, active means inhibition above about 40%; inactive means the rest.

SMILES	NPYLR7 ag	hcGAS lum	mcGAS lum
CCOc1ccc2nc(NC(=O)CCS(=O)(=O)c3ccc(F)cc3)sc2c1	12	-8	-8
CCOC(=O)C1(CCc2ccccc2)CCN(C(=O)c2cc3ccccc3o2)CC1	0	0	-2
CC(C)Cc1cnc2c(c1SCC(=O)Nc1nccs1)c(=O)n(C)c(=O)n2C	4	-10	-9
CC1CCN(C(=O)c2cc(-c3ccccc3F)nc3cc(-c4ccccc4)nn23)CC1	7	-8	-6
Cc1nnc(CN(C)C(=O)c2cc(CN(C)Cc3ccccc3)on2)o1	-6	-3	-17
Cc1ccccc1CN(Cc1ccccc1)Cc1cccn1Cc1cccc(F)c1	21	-1	-3
O=C(c1csc(CSc2nnc(-c3cccnc3)n2-c2ccccc2F)n1)N1CCC(n2c(=O)[nH]c3ccccc32)CC1	x	-14	-6
CN1CCN(c2ccc(NC(=O)COc3ccccc3F)cn2)CC1	1	-6	x
Cc1ncc(CN2CCC(N3CCC(C(=O)N4CCCC4)CC3)CC2)s1	-4	6	x
CCNC(=O)CN1C(=O)CSC1c1ccccc1OC (centres undefined)	x	-2	-8

Another view of part of the listing above:
molecule,NPYLR7 ag,hcGAS lum,mcGAS lum
CCOC(=O)C1(CCc2ccccc2)CCN(C(=O)c2cc3ccccc3o2)CC1,0,0,-2
CC(C)Cc1cnc2c(c1SCC(=O)Nc1nccs1)c(=O)n(C)c(=O)n2C,4,-10,-9
CC1CCN(C(=O)c2cc(-c3ccccc3F)nc3cc(-c4ccccc4)nn23)CC1,7,-8,-6
Cc1nnc(CN(C)C(=O)c2cc(CN(C)Cc3ccccc3)on2)o1,-6,-3,-17
Cc1ccccc1CN(Cc1ccccc1)Cc1cccn1Cc1cccc(F)c1,21,-1,-3
O=C(c1csc(CSc2nnc(-c3cccnc3)n2-c2ccccc2F)n1)N1CCC(n2c(=O)[nH]c3ccccc32)CC1,x,-14,-6

Continuation.
SMILES	NPYLR7 ag	hcGAS lum	mcGAS lum
O=C(O)c1ccc(N2C(=O)C3C4C=CC(C5CC45)C3C2=O)cc1 (centres undefined)	-2	-3	-4
N#CC1=C2SCCCN2C(=O)C(C#N)C12CCCCC2 (centres undefined)	4	-1	x
COC(=O)[C@@]1(C)CCC[C@]2(C)c3ccc(O)c(C(C)C)c3CCC12 (some centres undefined)	x	-4	-5
CCC1=NN(C(=O)c2ccc(C)cc2)C(O)(c2ccncc2)C1 (centres undefined)	-2	-8	x
Cc1cc(C(=O)N(Cc2ccccn2)c2nc3c(C)c(C)ccc3s2)on1	9	-6	-8
O=C(Nc1ncnc2sccc12)c1ccc(C(=O)c2ccccc2)cc1	-6	5	-3
Cc1nnc2c(NC3CC3)nc3ccccc3n12	5	0	x
Cc1ccc(S(N)(=O)=O)cc1C#N	1	3	x
Cn1c(CCC(=O)N2CCC3(CC2)C(=O)Nc2ccccc23)nc2cccnc21	-1	-3	-1
CCCCn1nc(C)cc1NC(=O)N[C@H]1COC[C@@H]1N1CCCCC1	x	-6	-3
CC(Sc1nnc(SC(C)C(=O)NC2CCCC2)s1)C(=O)NC1CCCC1 (centres undefined)	1	-6	x
Cc1ccc(S(=O)(=O)N2CCN(C3=Nc4ccccc4Oc4ccccc43)CC2C)cc1F (centres undefined)	x	-6	-6
COCC1(Cn2cnc(-c3ccccc3)c2-c2cccc3cnccc23)CC1	-5	-5	-11
O=C(O)c1cc(-c2cccc3ncccc23)cc(S(=O)(=O)NC2CC2)c1	4	-8	x
c1ccc2oc(CN3CCC(c4ccnc(-c5ccncc5)c4)C3)cc2c1 (centres undefined)	x	-3	-1
O=C(Nc1ccc(-c2nc3ccccc3o2)c(O)c1)c1ccc2c(c1)OCCO2	-3	-2	0
OCCn1c(COc2ccc(Cl)cc2Cl)nc2ccc(Cl)cc21	10	-8	-5
Cc1cc(-c2ccccc2)nc(=S)[nH]1	-3	-8	x
Cc1ccc(OCCC(=O)NCCc2ccc(OC(F)F)cc2)cc1	-2	-7	x
COC(=O)C(c1ccc(Br)cc1)N(C)Cc1ccccn1 (centres undefined)	6	-3	x

Among those listed so far, four contain two or more sulfur atoms:
SMILES	NPYLR7 ag	hcGAS lum	mcGAS lum
CCOc1ccc2nc(NC(=O)CCS(=O)(=O)c3ccc(F)cc3)sc2c1	12	-8	-8
CC(C)Cc1cnc2c(c1SCC(=O)Nc1nccs1)c(=O)n(C)c(=O)n2C	4	-10	-9
O=C(c1csc(CSc2nnc(-c3cccnc3)n2-c2ccccc2F)n1)N1CCC(n2c(=O)[nH]c3ccccc32)CC1	x	-14	-6
CC(Sc1nnc(SC(C)C(=O)NC2CCCC2)s1)C(=O)NC1CCCC1 (centres undefined)	1	-6	x

Next section
SMILES	NPYLR7 ag	hcGAS lum	mcGAS lum
CC(C)N1CCC1(C)C(=O)Nc1cc(Cl)ccc1F (centres undefined)	1	-6	-4
CCOC(=O)C1(Cc2ccc(OC)cc2)CCN(C(=O)[C@H](CCSC)NC(C)=O)CC1	18	-11	x
Cn1c(=O)n(Cc2ccc(F)cc2)c(=O)c2c1nc1oc(-c3ccc(F)cc3)cn12	6	-5	-5
CC(C)c1cc(C(C)C)n(C2CCN(S(=O)(=O)c3ccc(OC(F)(F)F)cc3)CC2)n1	10	0	-5
O=C(NCc1ncn[nH]1)C1CCCN(C2CCN(Cc3cccnc3)CC2)C1 (centres undefined)	1	-7	x
Cn1nc(C(C)(C)C)cc1NC(=O)C1(C)CCN1C(=O)C1(c2ccccc2)CCCC1 (centres undefined)	14	-6	-4
O=[N+]([O-])c1ccc(-c2nn3c(-c4ccccc4)nnc3s2)o1	0	-2	10
COc1ccc(CN2CCN(C(=O)c3nc4ncccn4n3)CC2=O)cc1	11	-7	x
O=C(NCc1ccccc1CN1CCCC1=O)c1sccc1Cl	6	-1	x
Clc1ccc2nc(-c3ccccn3)c(Nc3ccc4c(c3)OCO4)n2c1	1	-3	x
COc1ccc(Oc2cc(N3CCc4ccccc4C3)ncn2)cc1	-9	-8	-7
COc1ccc2nc(-c3ccc(C)c(NS(=O)(=O)c4ccccc4)c3)cn2n1	-7	1	0
O=C(Cn1nc(-c2ccccc2)c2sc(N3CCCCC3)nc2c1=O)OCc1ccccc1	-4	-8	-8
O=C(CCCNC(=O)OCc1ccccc1)NCCSC1Sc2ccccc2NC1=O (centres undefined)	-8	1	0
Cc1ccc(NC(=O)CNc2ccc(Cl)cc2F)cc1	4	-8	x
CC(=NNC(=O)CCn1c2ccccc2c2ccccc21)c1ccc(Cl)s1	3	-5	x
Cn1ccnc1-c1nccn1-c1cccc(CN2CCCC2)c1	0	-9	x
CC(=NNC(=O)COc1ccc(F)cc1)c1ccc2c(c1)Nc1ccccc1S2	-2	2	-5
CCc1nc(C)c(C(=O)Nc2cnc3n2CCCC3)o1	20	-1	x
C=CCN1C(=O)NC(c2cccc(Cl)c2)C2=C1CN(CC(=O)NCc1ccc(-c3ccccc3)cc1)C2=O (centres undefined)	-2	-3	-3
O=C(CSc1nnc(CNC(=O)c2cccs2)n1-c1ccc(F)cc1)Nc1nc2ccccc2s1	-5	2	x
S=C1NCN(CCCN2CCOCC2)CN1	x	-13	-5
CCOc1ccccc1N1C(=O)CSC1c1ccc(NS(=O)(=O)c2ccc(C)cc2)cc1 (centres undefined)	-2	-4	-8
CCc1nc(C)c(C(=O)N2CCC(O)(c3ccccc3)C2)s1 (centres undefined)	-1	-6	x
CC(C)(C)C1CCCC/C1=N/NC(=O)c1ccccc1Br (centres undefined)	3	-8	x
O=C(CN1CCOc2ccccc2C1)N1CC=C(c2ccccc2)CC1	22	0	-10
Cc1nsc(N2CCN(C(=O)Cc3cccc(O)c3)CC2)n1	4	-3	x
COc1ncc(CN2CCCC(c3n[nH]c(=O)n3-c3ccccc3)C2)cn1 (centres undefined)	7	-6	x
C=CCONC(=O)c1ccc2nc(-c3cccnc3)[nH]c2c1	-1	-6	x
COCCC1(C(=O)O)CCCN(c2cc(N3CCCC3)nc(N)n2)C1 (centres undefined)	x	-3	-4

Full records from above. Screens in order: NPYLR7 ag | hcGAS lum | mcGAS lum
`COCCC1(C(=O)O)CCCN(c2cc(N3CCCC3)nc(N)n2)C1` (centres undefined) is entered as x | -3 | -4
`CC1CCN(C(=O)c2cc(-c3ccccc3F)nc3cc(-c4ccccc4)nn23)CC1` is entered as 7 | -8 | -6
`O=C(c1csc(CSc2nnc(-c3cccnc3)n2-c2ccccc2F)n1)N1CCC(n2c(=O)[nH]c3ccccc32)CC1` is entered as x | -14 | -6
`Cn1c(CCC(=O)N2CCC3(CC2)C(=O)Nc2ccccc23)nc2cccnc21` is entered as -1 | -3 | -1
`Cc1ccc(S(N)(=O)=O)cc1C#N` is entered as 1 | 3 | x

Other entries.
SMILES	NPYLR7 ag	hcGAS lum	mcGAS lum
N#Cc1ccc(S(=O)(=O)Nc2cnn(-c3ccncc3)c2)c(F)c1	0	-16	-14
O=C(NCCCN1CCCC1=O)C(C1CCCC1)N1CCN(C(=O)c2ccccc2)CC1 (centres undefined)	-2	-1	x
O=C(COc1ccc(Cl)cc1Cl)NCCNc1cc(-n2cccn2)ncn1	-4	-1	-8
CCN(CC(=O)N1CCc2cc(S(N)(=O)=O)ccc21)Cc1ccc2c(c1)OCO2	0	-5	-13
O=C(CNC1CCCCC1)N(Cc1ccccc1)Cc1ccco1	13	1	x
COc1ccc(-c2oc(N)c(C#N)c2-c2ccc(OC)cc2)cc1	11	-2	x
Cc1cccnc1CN1CCN(Cc2ccccc2C(=O)O)CC1	8	-6	-22
CCC(=O)Nc1ccc(S(=O)(=O)NCCn2nc(-c3ccncc3)ccc2=O)cc1	-4	-1	x
O=C(Nc1ccc(Cl)cn1)N1CC[C@H](O)C1	2	-7	x
Cc1ccccc1C(=O)N(Cc1cccnc1)c1nc2c(F)cccc2s1	-8	-7	-8
COc1ccc(C2CC(C(F)(F)F)n3ncc(C(=O)NC(C)(C)C)c3N2)cc1 (centres undefined)	-4	-1	-3
Cc1ccc(Cl)cc1Nc1ncccc1C(=O)NCCC(c1ccccc1)c1ccccc1	-5	-2	1
Cc1ncsc1CCC(=O)NCc1snnc1C(C)C	-4	-6	x
O=C(CCc1csc(NC(=O)c2ccc[nH]c2=O)n1)NCc1ccc(F)cc1	-14	-7	-12
CCOC(=O)C1(Cc2ccccc2C)CCCN(C(=O)Nc2cc(OC)ccc2OC)C1 (centres undefined)	-6	-5	x
CCCCN1C(=O)C(=Cc2c(NCC3CCCO3)nc3c(C)cccn3c2=O)SC1=S (centres undefined)	1	-4	-9
Cc1c(C(=O)NCCC(C)C)cc(-c2ccccc2)n1-c1ccc(F)cc1F	-3	-6	-4
COCC(=O)Nc1ccc(-n2nc(OCCc3ccc(OC)cc3)nc2-c2cccc(OC)c2)cc1	-1	1	0
CC1CCCN(C(=O)COC(=O)c2c(NC(=O)c3ccco3)sc3c2CCC3)C1 (centres undefined)	-1	-3	x
Oc1c2cccnc2cn1Cc1cc(-c2ccco2)on1	4	-3	x
C=c1cc(C)n(CC(=O)Nc2ccccc2)c(=O)c1=C1N=C(c2ccc(F)cc2)NO1	0	-4	-8
CCCNC(=O)N1CCN(c2cc(OC)cc(OC)c2)C(=O)C1C (centres undefined)	22	-7	-7
CCC(C)N(Cc1ccc(OS(=O)(=O)C(C)C)cc1)C(=O)C1CCC1 (centres undefined)	14	-3	-7
Cc1nc(CN(C)C(=O)C2CCC(=O)N(CCc3cccc(F)c3)C2)cs1 (centres undefined)	4	-4	x
Cc1c(F)cccc1N1C(=O)CSC1c1cccc(NC(=O)c2ccc(Br)cc2)c1 (centres undefined)	-20	4	1
CCC(=O)C1=C(c2ccc(OC)c(OC)c2)N(C(=O)CC)n2cnnc2S1	7	-10	x
COc1ccc(CN(C(=O)C(C)C)c2ccncc2)cc1	2	-3	x
CC(NC(=O)c1cccc(NC(N)=O)c1)c1ccc(OC(F)(F)F)cc1 (centres undefined)	7	-8	x
O=C(Nc1cccnc1)N1CCOC(c2ccccc2)C1 (centres undefined)	4	-5	-2
CCOCC(O)CNC(=O)c1cc(COc2ccc(F)cc2Cl)on1 (centres undefined)	18	-12	x
Cc1ccc(NC(=O)c2ccc(S(N)(=O)=O)c(C)c2)cc1C	2	-9	x
CC1C(=O)N(c2ccc(Oc3ccccc3)cc2)CCN1C(=O)C1CC1 (centres undefined)	-4	0	-3
CCCCNC(=O)Cn1nc(C(F)(F)F)c(Cl)c1C	3	-3	-5
CCOc1ccccc1C(=O)Nc1ccc(N2CCN(C(=O)c3ccc(N(C)C)cc3)CC2)nc1	4	-2	-5
COc1ccc(CCNC(=O)CCc2ccc(-c3ccc(F)cc3)n2-c2ccc(NC(C)=O)cc2)cc1	-2	-3	-6
N=C1/C(=C\c2ccc(Br)o2)C(=O)N=C2SC(C34CC5CC(CC(C5)C3)C4)=NN12	-2	-1	x
COc1c(Cl)cc(C(=O)Nc2ncn[nH]2)cc1Cl	0	-16	x
O=C(CSc1ccc2nnc(-c3ccccc3)n2n1)Nc1nc2ccccc2s1	1	4	-1
O=C(N/N=C\c1ccc(O)cc1O)c1cc(-c2ccccc2)nc2ccccc12	-9	4	5
Fc1ccc(SCc2csc(-c3ccc(C(F)(F)F)cc3)n2)c(F)c1	1	-5	-6
CCCCC1C=CCN1C(=O)CN1CCC(C(N)=O)CC1 (centres undefined)	x	-18	-6
CCN(CC)C1CCOC2(CCN(C(=O)c3cccnc3C)CC2)C1 (centres undefined)	x	-11	-4

Random excerpt: two entries already listed.
SMILES	NPYLR7 ag	hcGAS lum	mcGAS lum
CC1CCCN(C(=O)COC(=O)c2c(NC(=O)c3ccco3)sc3c2CCC3)C1 (centres undefined)	-1	-3	x
O=C(CN1CCOc2ccccc2C1)N1CC=C(c2ccccc2)CC1	22	0	-10
